High-throughput results as filed in PubChem BioAssay.
SW480 rereplic = induces DNA re-replication in SW480 colon adenocarcinoma cells. SW480 DNA re-replication, Hoechst DNA content imaging, 48 h. Potency, µM (highest dose often 46.1 µM), without a hit: top-dose re-replication activation, hits mostly activators. actives 1.8% (n = 340,000). AID 624297; note: potency is the fitted concentration of half-maximal effect; % of control where 0% means no effect; nearly all actives have a fitted effect of over 55% in size
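SW480 cells exposed to compounds for 48 hr at 37 C, 5% CO2, then Hoechst-stained 40 min. Nuclear DNA content imaged by fluorescence scanning (405 nm excitation, 500-530 nm emission); re-replication scored as increased high-intensity nuclei.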
KB-V1 MDR tox = KB-V1 MDR subline cytotoxicity; actives 3.4% (n = 400,000); Potency, µM (top dose mostly 46.1 µM), without a hit: top-dose activity change, negative = cytotoxicity, hits mostly cytotoxic; AID 1347076; KB-V1 MDR cells viability, CellTiter-Glo, 72 h; note: potency is the fitted concentration of half-maximal effect; % is set by controls: 0 for no effect and ±100 for the full control effect; nearly all actives have a fitted effect of over 60% in size
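qHTS viability screen in drug-selected KB-V1 MDR cells: 72 h compound treatment at 37 degrees C, ATP luminescence end point.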
KB-3-1 tox = kills parental KB-3-1 adenocarcinoma cells; Potency, µM (series often up to 46.1 µM), without a hit: at the highest dose activity change, negative = cytotoxic, most hits filed as cytotoxic; AID 1347075; KB-3-1 viability, CellTiter-Glo ATP luminescence, 72 h; actives 1.4% (n = 400,000); note: potency is the fitted concentration of half-maximal effect; % is set by controls: 0 for no effect and ±100 for the full control effect; nearly all actives have a fitted effect of over 60% in size
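Cells are dispensed, compounds pinned in, plates held at 37 °C for 72 h, then CellTiter-Glo is added and luminescence read after 10 minutes. Cell line: parental KB-3-1 in phenol-red-free DMEM, 10% FBS.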
D3 antag = D3 dopamine receptor (human) antagonism; P35462; D3R cells, DiscoveRx beta-arrestin luminescence, antagonist mode; hits give low values; max response, negative = inhibition, %; actives 2.5% (n = 360,000); AID 652054; in the data active = max response below about -50%; inconclusive = no clear call, values can overlap the other calls; note: % is set by controls: 0 for no effect and ±100 for the full control effect; mostly tested at two doses, the higher about 12 µM
Target sequence (P35462 whole entry, looked up): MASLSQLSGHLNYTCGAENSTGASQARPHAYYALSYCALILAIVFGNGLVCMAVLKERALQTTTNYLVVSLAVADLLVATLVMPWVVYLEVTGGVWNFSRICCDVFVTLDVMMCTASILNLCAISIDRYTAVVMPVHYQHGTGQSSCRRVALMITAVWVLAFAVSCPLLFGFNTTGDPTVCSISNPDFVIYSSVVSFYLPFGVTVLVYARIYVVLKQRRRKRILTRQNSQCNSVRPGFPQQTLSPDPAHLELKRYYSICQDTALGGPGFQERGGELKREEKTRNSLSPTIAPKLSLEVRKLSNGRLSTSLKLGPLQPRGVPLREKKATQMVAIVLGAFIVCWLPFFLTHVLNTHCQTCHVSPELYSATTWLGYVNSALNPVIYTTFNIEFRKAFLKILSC
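Cells plated overnight at 1500 cells/well, then exposed to library compounds with dopamine controls for 90 minutes at 37 degrees C. DiscoveRx reagent added for 30–60 minutes at room temperature; luminescence read, quantitative HTS format.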
HT1080NT lethal = kills 2HG-producing HT-1080-NT fibrosarcoma cells | HT-1080-NT fibrosarcoma viability, CellTiter-Glo ATP luminescence, 48 h | Potency, µM (top dose mostly 46.1 µM), without a hit: at the top dose activity, negative = less viability, most hits filed as cytotoxic | actives 1.6% (n = 360,000) | AID 686970;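 note: NT is the 2HG producing partner of a matched IDH1 knockdown line; potency is the fitted concentration of half-maximal effect; 0% = DMSO-treated cells and -100% = media-only wells without cells; nearly all actives have a fitted effect of over 55% in size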
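HT-1080-NT fibrosarcoma cells (2HG-overproducing), 750 cells/well in RPMI with 5% FBS, dosed after 2 h and incubated 48 h at 37C. CellTiter-Glo luminescence normalized to DMSO and no-cell wells; concentration-response curves fitted and classed.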
IL-1B inflam inh = blocks inflammasome-driven IL-1 beta release; actives 4.7% (n = 360,000); THP-1 LPS/ATP IL-1B secretion, AlphaLISA, 16 h; hits give low values; AID 743279; activity change, % at 57.5 µM; in the data active = activity change below about -50%; inconclusive = mostly about -30% to -49%; note: % is set by controls: 0 for no effect and ±100 for the full control effect
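Secreted IL-1B measured by AlphaLISA bead assay after 16 h compound exposure of THP-1 cells; compounds (final up to 57.5 uM) added 1 h before LPS (250 ng/mL) and ATP (1.25 mM) stimulation; lower signal means less secretion.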
GLP-1R agonist = agonists of human GLP-1 receptor | HEK293 GLP-1R CRE-luciferase, luminescence, 4-6 h; cells express a hypersensitive GLP-1R form | P43220 | actives 0.007% (n = 380,000) | Potency, µM (titrated, usually from 45.6 µM), inactives show at the top dose activation, actives largely listed as activators; note: potency is the fitted concentration of half-maximal effect; % of control where 0% means no effect
Target sequence (P43220 whole entry, looked up): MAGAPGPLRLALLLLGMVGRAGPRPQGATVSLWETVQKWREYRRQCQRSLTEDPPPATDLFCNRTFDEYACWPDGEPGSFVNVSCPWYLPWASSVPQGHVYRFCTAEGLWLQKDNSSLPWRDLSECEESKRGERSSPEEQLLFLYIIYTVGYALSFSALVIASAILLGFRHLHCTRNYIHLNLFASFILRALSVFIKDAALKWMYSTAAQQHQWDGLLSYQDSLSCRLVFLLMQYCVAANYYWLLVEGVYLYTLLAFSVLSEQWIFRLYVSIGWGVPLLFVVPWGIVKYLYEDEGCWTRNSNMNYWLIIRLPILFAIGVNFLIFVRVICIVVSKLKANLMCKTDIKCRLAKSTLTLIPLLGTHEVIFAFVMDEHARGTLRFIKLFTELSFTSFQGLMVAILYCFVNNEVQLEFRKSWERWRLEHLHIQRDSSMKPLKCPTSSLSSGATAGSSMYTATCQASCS
HT1080 IDH1KD tx = kills HT-1080 cells with IDH1 knockdown | AID 686971 | Potency, µM (top dose mostly 46.1 µM), without a hit: at the highest dose activity, negative = toxicity, actives largely listed as cytotoxic | actives 2% (n = 360,000) | HT-1080 IDH1 knockdown viability, ATP luminescence, 48 h;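 note: potency is the fitted concentration of half-maximal effect; 0% = DMSO wells and -100% = cell-free medium wells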
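HT-1080-IDH1KD cells (IDH1 knocked down), 750/well in RPMI with 5% FBS, treated with compound 48 h at 37 degrees C. Viability by CellTiter-Glo luminescence, normalised to DMSO and no-cell wells; concentration-response curves classed.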
D3 ag = activates the human D3 dopamine receptor; actives 0.58% (n = 410,000); D3R DiscoveRx beta-arrestin cells, luminescence, 90 min; P35462; max activation, %; AID 652048; in the data active = max activation above about 30%; note: 0% is about no effect; mostly tested at two doses, the higher about 12 µM
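Agonist mode: compounds and dopamine controls were applied to plated cells for 90 min at 37 degrees C after an overnight attachment at 1500 cells/well. Luminescent read-out followed 30 - 60 minutes at room temperature with DiscoveRx detection reagent.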
* hit, by the source's call; u = inconclusive; x = no result given; & = joins results of further samples; [ ] = another dose, or the depositor's remark. Unless noted, calls come from the whole dose curve; as a rule, active = well fitted curve in the direction sought with a large enough effect; inconclusive = small, poorly fitted or top-dose-only effect, or another doubt; inactive = no such curve, though single readings can be large; an effect the other way counts as inactive or inconclusive.

SMILES	SW480 rereplic	KB-V1 MDR tox	KB-3-1 tox	D3 antag	HT1080NT lethal	IL-1B inflam inh	GLP-1R agonist	HT1080 IDH1KD tx	D3 ag
Cc1ccc(/C=C/C(=O)Nc2cccc3ncccc23)o1	-7%	1%	-7%	-10	0%	-21	3%	1%	-12
COc1ccccc1CCC(=O)Nc1ccc2c(c1)CN(CCCn1cccn1)CC2	-14%	0%	28%	-6	3%	-5	10%	-3%	-12
Cc1cc(NC(=O)CSc2nc3c(C)cccc3cc2C#N)no1	u	u	u	-6	-1%	-6	10%	u	11
CC(C)C[C@@H](CN1CCC[C@@H]1CN1C(=O)C(=O)NC[C@@H]1Cc1ccccc1)N1C[C@H](Cc2ccccc2)N(CC2CCCCCC2)C(=O)C1=O	0%	-6%	u	-7	5%	-24	-3%	9%	-15
CCOc1ccc2nc(N(CCCN(C)C)C(=O)c3ccc(S(=O)(=O)N4CCCC4)cc3)sc2c1	3%	-8%	10%	-19	-17%	0	7%	-11%	-6
CCCSc1nc(N)cc(=O)[nH]1	-14%	17%	-13%	0	1%	-10	5%	-12%	10
CCOC(=O)c1c(C)[nH]c(C(=O)COC(=O)CNC(=O)c2ccc(Br)cc2)c1C	-64%[inhibitor]	u	0%	7	14%	10	21%	10%	2
CC1CCc2c(sc3nc(CSc4ncn[nH]4)[nH]c(=O)c23)C1 (stereo not given)	10%	u	18%	0	11%	-8	9%	7%	-6
CC(C)Nc1nnc(SC(C)C(=O)Nc2ccc(N3CCOCC3)cc2)s1 (stereo not given)	-4%	1%	2%	-4	4%	-10	12%	0%	0
O=[N+]([O-])c1cccc(-c2ccc(/C=N/NC(=S)Nc3ccccc3)o2)c1	13%	-6%	-3%	100	-25%	4	-4%	-28%	-7
Cc1ccc(-c2nnc3ccc(SC(C)C(=O)O)nn23)cc1 (stereo not given)	-12%	-15%&4%	25%&15%	u	17%	16	0%	4%	1
CCc1nnc(NC(=O)[C@@H](NS(=O)(=O)c2ccc3c(c2)OCCO3)C(C)C)s1	-2%	2%	3%	-8	-9%	-4	6%	-2%	-8

Filtered by structure, the compounds so far containing two or more sulfur atoms
SMILES	SW480 rereplic	KB-V1 MDR tox	KB-3-1 tox	D3 antag	HT1080NT lethal	IL-1B inflam inh	GLP-1R agonist	HT1080 IDH1KD tx	D3 ag
CCOc1ccc2nc(N(CCCN(C)C)C(=O)c3ccc(S(=O)(=O)N4CCCC4)cc3)sc2c1	3%	-8%	10%	-19	-17%	0	7%	-11%	-6
CC1CCc2c(sc3nc(CSc4ncn[nH]4)[nH]c(=O)c23)C1 (stereo not given)	10%	u	18%	0	11%	-8	9%	7%	-6
CC(C)Nc1nnc(SC(C)C(=O)Nc2ccc(N3CCOCC3)cc2)s1 (stereo not given)	-4%	1%	2%	-4	4%	-10	12%	0%	0
CCc1nnc(NC(=O)[C@@H](NS(=O)(=O)c2ccc3c(c2)OCCO3)C(C)C)s1	-2%	2%	3%	-8	-9%	-4	6%	-2%	-8

(next part)
SMILES	SW480 rereplic	KB-V1 MDR tox	KB-3-1 tox	D3 antag	HT1080NT lethal	IL-1B inflam inh	GLP-1R agonist	HT1080 IDH1KD tx	D3 ag
COc1ccc([C@H]2C[C@@H](O)[C@H](n3cc(-c4ccc(F)cc4)nn3)CN2C(=O)C2CCCCC2)cc1	x	9%	18%	2	-3%	22	1%	-10%	1
COc1ccc(-c2noc(CCC(=O)N3CCN(c4ccccc4C(F)(F)F)CC3)n2)cc1	-70%[inhibitor]	0%	0%	117	-2%	9	25%	0%	31*
CCC(C)(C)n1nnnc1C(c1ccc2ncccc2c1)N1CCCCCC1 (stereo not given)	4%	-27%	-21%	-16	11%	-5	6%	17%	-1
Cc1csc2nc(CNS(=O)(=O)N(C)C)cn12	-8%	12%	12%	6	16%	23	6%	-2%	1
O=C(NCCCO)C(=O)c1c(-c2ccccc2)cc2ccccn12	-3%	29%	5%	-1	13%	5	16%	18%	-3
CN(Cc1ccccc1F)c1cc2c(c3c1ccn3C)C1CCC2O1 (stereo not given)	x	u	u	-30	u	38	17%	u	-6
CC(c1ccccc1)C1CC(=O)N(C2CCCCC2)C1=O (stereo not given)	-4%	9%	0%	18	2%	-17	6%	-4%	3
Cc1ccc(S(=O)(=O)NCCCCC(NC(=O)OC(C)(C)C)C(=O)O)cc1 (stereo not given) (tested in a mixture with another compound)	-1%	9%	-1%	7	10%	14	0%	14%	0
O=C(c1n[nH]c2ccccc12)N1CCN(S(=O)(=O)c2ccccc2)CC1	-28%	0%	19%	-4	14%	-6	5%	14%	0
O=C(O)CCNS(=O)(=O)c1cccc2nsnc12	-10%	20%	8%	-19	12%	-4	3%	12%	-9
O=C(COc1ccccc1[N+](=O)[O-])N1CCN(S(=O)(=O)c2ccccc2)CC1	0%	-27%	-2%	1	13%	8	8%	16%	-1
Clc1ccc(C(c2nnnn2C2CCCCC2)N(Cc2cccnc2)Cc2ccco2)cc1 (stereo not given)	-2%	u	u	-22	5%	0	0%	6%	1
O=C(C(Br)=Cc1ccccc1)c1ccccc1	2.9µM*	x	x	u	5.8µM*	-110*	-27%	u	-34
CC(NCC(=O)Nc1cc(S(=O)(=O)N2CCOCC2)ccc1Cl)c1ccc(Cl)cc1Cl (stereo not given)	-1%	u	u	24	-3%	-52*	0%	-30%	2
CCOc1ccc(NC(=O)CCC(=O)NNC(=O)COc2ccc(C)cc2Br)cc1	-6%	u	12%	15	-1%	0	-2%	-20%	-10
COc1ccc(NC(=O)Nc2ccc3nonc3c2)cc1	-40%[inhibitor]	u	0%	-26	0%	x	15%	-1%	-11
CC(=O)c1cccc(NC(=O)C2C(c3ccccc3)C2(Cl)Cl)c1 (stereo not given)	u	-17%	-16%	-13	-5%	-23	-1%	-12%	-18
CCOc1ccc(N2CC(C(=O)Nc3cccc(S(=O)(=O)NC4=NCCC4)c3)CC2=O)cc1 (stereo not given)	-13%	6%	1%	3	8%	8	-3%	9%	-9
COc1ccc(NC(=O)C2Cc3c(-c4ccc5c(c4)OCO5)ccnc3O2)cc1 (stereo not given)	x	u	9.2µM*	u	u	11	19%	u	-7
Nc1nnc(CSCc2ccc(Cl)cc2)s1	1%	0%	8%	-7	8%	-10	0%	0%	-1
COc1ccc(S(=O)(=O)N2CCC(C(=O)NC3CC3)CC2)cc1C	-15%	2%	5%	9	9%	9	11%	0%	16
CCOc1ccc(CC(=O)OCn2nnc3ccccc3c2=O)cc1	-11%	u	14%	-27	4%	6	u	-1%	-34
Cn1cnnc1SCC(=O)n1c2ccccc2c2ccccc21	1%	19%	20%	-2	9%	17	-5%	7%	0
CCOC(=O)c1c(CSc2nc(C)cc(C)c2C#N)n(C)c2cc(Br)c(OC(C)=O)cc12	1%	u	u	-4	u	58	0%	5%	18

Single records, as listed above. Values in the order: SW480 rereplic, KB-V1 MDR tox, KB-3-1 tox, D3 antag, HT1080NT lethal, IL-1B inflam inh, GLP-1R agonist, HT1080 IDH1KD tx, D3 ag
COc1ccc(NC(=O)Nc2ccc3nonc3c2)cc1 as listed: -40%[inhibitor], u, 0%, -26, 0%, x, 15%, -1%, -11
CC(=O)c1cccc(NC(=O)C2C(c3ccccc3)C2(Cl)Cl)c1 (stereo not given) as listed: u, -17%, -16%, -13, -5%, -23, -1%, -12%, -18
Cc1ccc(/C=C/C(=O)Nc2cccc3ncccc23)o1 as listed: -7%, 1%, -7%, -10, 0%, -21, 3%, 1%, -12
CC(c1ccccc1)C1CC(=O)N(C2CCCCC2)C1=O (stereo not given) as listed: -4%, 9%, 0%, 18, 2%, -17, 6%, -4%, 3

(further entries)
SMILES	SW480 rereplic	KB-V1 MDR tox	KB-3-1 tox	D3 antag	HT1080NT lethal	IL-1B inflam inh	GLP-1R agonist	HT1080 IDH1KD tx	D3 ag
COC(=O)CN1CC(=O)N(c2ccccc2)C1=S	-1%	13%	17%	0	6%	3	2%	10%	-4
CS(=O)(=O)N1CCC(C(=O)N2CCc3ccccc3C2)CC1	1%	-15%	0%	-16	-2%	7	-7%	5%	-9
COc1ncnc2c1NC(=O)CS2	-3%	23%	-2%	8	14%	19	-5%	6%	-1
CCOC(=O)c1c(C)[nH]c(C(=O)COC(=O)C23CC4CC(CC(Cl)(C4)C2)C3)c1C	3%	-18%	-6%	23	-2%	0	17%	1%	5
CCn1cc(/C=C(\NC(=O)c2ccccc2OC)C(=O)N2CCOCC2)c2ccccc21	x	u	0%	-9	-19%	-4	-6%	-19%	1
CS(=O)(=O)CCC(C(=O)N1CCOCC1)N1C(=O)c2cc(Cl)c(Cl)cc2C1=O (stereo not given)	-3%	6%	3%	-11	19%	-10	-11%	22%	-3
COC(=O)c1c(C)noc1-c1cc(C)on1	15%	0%	3%	1	11%	-11	-1%	14%	-1
CCOC(=O)C1=C(C)N=c2s/c(=C3/C(=O)Nc4ccccc43)c(=O)n2C1c1ccc(C)cc1 (stereo not given)	4%	-3%	13%	0	-16%	60	23%	-11%	-7
O=c1[nH]c2cc3c(cc2cc1C(c1nnnn1CC1CCCO1)N1CCCCCC1)OCCO3 (stereo not given)	2%	-2%	-14%	-8	-5%	-4	3%	5%	2
COc1ccccc1-c1nc2ccccc2nc1-c1ccccc1	1%	-1%	-6%	1	-1%	17	0%	-1%	-4
COc1ccc(-c2cc3c(=O)n(CC(=O)N4CCCC4)ncn3n2)cc1	5%	28%	5%	-10	-1%	27	-2%	10%	8
